RGS4 inhibitor = Inhibitors of Regulator of G Protein Signaling (RGS) 4: qHTS | Potency, µM (titrated, usually from 114 µM), inactives show top-dose activity change, negative = inhibition, usual class: inhibitors | 0.039% of 390,000 active | Regulator of G-protein signaling 4 (Homo sapiens), P49798 | AID 504845, 2011 | Transcreener GDP fluorescence polarization, RGS4-accelerated GTP hydrolysis; note: % is set by controls: 0 for no effect and ±100 for the full control effect; nearly all actives have a fitted effect of over 75% in size; some results filed as inactive show a strong effect at the top dose
Target sequence (P49798 whole entry, looked up): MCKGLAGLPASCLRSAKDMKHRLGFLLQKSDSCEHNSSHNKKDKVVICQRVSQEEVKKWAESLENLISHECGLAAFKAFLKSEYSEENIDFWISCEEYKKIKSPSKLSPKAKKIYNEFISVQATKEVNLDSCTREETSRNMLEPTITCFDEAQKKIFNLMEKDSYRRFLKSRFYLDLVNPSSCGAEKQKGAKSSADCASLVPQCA
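MLSMR compounds (23 nl, pin-transferred) preincubated 10 min at room temperature with a 500nM (2x) first reagent, then RGS4 at 900nM (2x) plus Transcreener GDP mix added; fluorescence polarization (620/688 nm) read before and after 90 min at 30 °C.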
USP1 inh = Inhibitors of USP1/UAF1: Primary Screen. Ubiquitin carboxyl-terminal hydrolase 1 (Homo sapiens), O94782. recombinant USP1/UAF1, Ub-Rhodamine cleavage fluorescence. Potency, µM (series often up to 57.1 µM), without a hit: at the top dose activity change, negative = inhibition, usual class: inhibitors. 0.23% of 390,000 active. AID 743255, 2014; note: % is set by controls: 0 for no effect and ±100 for the full control effect; nearly all actives have a fitted effect of over 60% in size; inactives centre near -12
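In this screen, compounds sit with the deubiquitinase complex (1nM) for 15 min at room temperature before Ub-Rho is added at 150nM final. Fluorescence rise is then followed for 6 reads every 60 seconds.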
TrxR1 substrate = qHTS Assay for Substrates of Mammalian Selenoprotein Thioredoxin Reductase 1 (TrxR1): qHTS; Potency, µM (doses to about 114 µM), for the others: at the top dose activity change, negative = substrate turnover; purified TrxR1 substrate turnover, NADPH consumption readout; 0.01% of 390,000 active; Thioredoxin reductase 1, cytoplasmic (Rattus norvegicus), O89049; AID 588456, 2011; note: % is set by controls: 0 for no effect and ±100 for the full control effect; nearly all actives have a fitted effect of over 50% in size
Target sequence (O89049 whole entry, looked up): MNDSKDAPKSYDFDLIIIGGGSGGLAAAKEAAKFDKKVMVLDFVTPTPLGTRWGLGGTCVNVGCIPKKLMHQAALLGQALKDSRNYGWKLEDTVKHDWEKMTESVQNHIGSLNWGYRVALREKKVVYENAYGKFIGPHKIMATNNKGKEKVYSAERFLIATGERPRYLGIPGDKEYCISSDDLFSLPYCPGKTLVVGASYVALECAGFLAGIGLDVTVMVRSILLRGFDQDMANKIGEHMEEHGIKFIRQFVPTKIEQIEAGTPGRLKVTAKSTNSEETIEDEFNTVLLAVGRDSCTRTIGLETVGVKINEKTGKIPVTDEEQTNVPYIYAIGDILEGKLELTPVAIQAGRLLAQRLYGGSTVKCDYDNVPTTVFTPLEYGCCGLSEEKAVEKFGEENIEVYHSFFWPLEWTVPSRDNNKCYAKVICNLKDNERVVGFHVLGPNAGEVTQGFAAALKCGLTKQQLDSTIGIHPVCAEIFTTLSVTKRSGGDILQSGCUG
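Rat TrxR1, dispensed at 90 nM, was prereduced with 400 uM NADPH (final) for 5 min at ~22 deg C, then incubated with compound 15 min before 400 uM selenite. A first-read NADPH fluorescence drop versus no-compound background flagged substrates.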
mIDH1 inhibitor = qHTS for Inhibitors of mutant isocitrate dehydrogenase 1 (IDH1): qHTS; Isocitrate dehydrogenase [NADP] cytoplasmic (Homo sapiens), O75874; IDH1-R132H enzyme, NADPH consumption, diaphorase/resazurin fluorescence; 0.093% of 390,000 active; Potency, µM (titrated, usually from 76.6 µM), inactives show top-dose activity change, negative = inhibition, actives largely listed as inhibitors; note: % is set by controls: 0 for no effect and ±100 for the full control effect; nearly all actives have a fitted effect of over 65% in size
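IDH1-R132H (0.5 ug/mL dispensed) in pH 7.5 Tris buffer was preincubated 30 min with compound, then given a substrate mix of 0.016 mM NADPH and 2 mM alpha-KG for 80 min at room temperature; remaining NADPH was read by diaphorase/resazurin fluorescence.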
rTrxR1 inhibitor = qHTS Assay for Inhibitors of Mammalian Selenoprotein Thioredoxin Reductase 1 (TrxR1): qHTS; AID 588453, 2011; Potency, µM (titrated, usually from 114 µM), without a hit: top-dose activity change, negative = inhibition, hits mostly inhibitors; 1% of 390,000 active; Thioredoxin reductase 1, cytoplasmic (Rattus norvegicus), O89049; recombinant rTrxR1, NADPH fluorescence consumption, selenite substrate; note: % is set by controls: 0 for no effect and ±100 for the full control effect; nearly all actives have a fitted effect of over 65% in size
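Rat TrxR1 (90 nM in the dispensed reagent) was pre-reduced with 400 uM NADPH for 5 min at room temperature, then incubated with compound for 15 min. After 400 uM selenite was added, NADPH fluorescence (Ex 340/Em 450 nm) was followed for 8 min.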
RXFP1 agonist = qHTS Assay for Agonists of the Relaxin Receptor RXFP1; HEK293T-RXFP1 cAMP TR-FRET, 30 min; response scale: percent of porcine relaxin response, buffer zero; 0.3% of 370,000 active; Potency, µM (highest dose often 57.5 µM), for the others: top-dose activation, hits mostly activators; note: % is set by controls: 0 for no effect and ±100 for the full control effect; nearly all actives have a fitted effect of over 60% in size; many of its hits are not listed in these tables
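Agonist response is measured as cAMP accumulation in an RXFP1-transfected HEK293T line under PDE4 inhibition. Values are scaled between buffer-only and 29 nM porcine relaxin, and EC50s come from standard Hill equation fits.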
Vif-APOBEC3G blk = qHTS for Inhibitors of Vif-A3G Interactions: qHTS. Potency, µM (top dose mostly 46.1 µM), for the others: at the highest dose activity, negative = active, actives largely listed as inhibitors. DNA dC->dU-editing enzyme APOBEC-3G (Homo sapiens), Q9HC16. 0.076% of 410,000 active. HeLa A3G-eYFP + Vif (tagged APOBEC3G with the HIV-1 protein that degrades it), YFP fluorescence, overnight. AID 602310, 2012;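 note: % is set by controls: 0 for no effect and ±100 for the full control effect; nearly all actives have a fitted effect of over 60% in size; hits raise eYFP signal because A3G escapes Vif-driven loss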
Target sequence (Q9HC16 whole entry, looked up): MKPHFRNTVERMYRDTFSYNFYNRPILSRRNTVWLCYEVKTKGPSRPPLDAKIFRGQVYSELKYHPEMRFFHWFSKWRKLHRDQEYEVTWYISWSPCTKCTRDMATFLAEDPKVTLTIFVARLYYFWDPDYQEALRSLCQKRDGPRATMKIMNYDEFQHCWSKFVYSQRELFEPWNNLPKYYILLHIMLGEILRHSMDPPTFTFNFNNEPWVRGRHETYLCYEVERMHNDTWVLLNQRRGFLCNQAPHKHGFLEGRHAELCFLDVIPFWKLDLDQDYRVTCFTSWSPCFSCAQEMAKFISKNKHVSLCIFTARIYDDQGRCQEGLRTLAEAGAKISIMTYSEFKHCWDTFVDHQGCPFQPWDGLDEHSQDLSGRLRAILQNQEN
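Read-out is eYFP fluorescence (Ex 488/Em 500-530) from Vif-expressing HeLa A3G-eYFP cells; more signal means A3G escaped Vif-mediated degradation. Cells plated overnight, compound pinned in, incubated overnight at 37 deg C.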
Vif-APOBEC3F blk = qHTS for Inhibitors of Vif-A3F Interactions: qHTS. HeLa A3F-eYFP + Vif (tagged APOBEC3F with the HIV-1 protein that degrades it), YFP fluorescence increase. Potency, µM (series often up to 46.1 µM), inactives show top-dose activity, negative = active. 0.2% of 390,000 active; note: % of control where 0% means no effect; nearly all actives have a fitted effect of over 65% in size
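HeLa cells stably expressing A3F-eYFP plus Vif, plated and incubated overnight at 37 deg C, then exposed to compounds overnight at 37 deg C. Blocked degradation read as raised yellow fluorescence (Ex 488/Em 500-530).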
ALOX12 inh = Primary qHTS assay for inhibitors of human arachidonate 12S-lipoxygenase (ALOX12): Round 2. Polyunsaturated fatty acid lipoxygenase ALOX12 (Homo sapiens), P18054. purified 12hLO, xylenol orange hydroperoxide absorbance. Potency, µM (series often up to 108 µM), without a hit: at the highest dose activity change, negative = inhibition, hits mostly inhibitors. 1.1% of 580,000 active. AID 1671190, 2021; note: % is set by controls: 0 for no effect and ±100 for the full control effect
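Purified human 12hLO at 150 nM in 25 mM Hepes, 0.01% Triton X-100, pH 7.0, preincubated 15 min at room temperature with compound. Reaction started with 40 uM arachidonic acid, 30 min at room temperature. Hydroperoxide measured by Fe-xylenol orange, 573/405 nm absorbance ratio.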
Numbers without * were called inactive; ? = inconclusive; · = not tested or not shown; [ ] = another dose, or the depositor's remark. Calls come from the whole dose curve; as a rule, active = well fitted curve in the direction sought with a large enough effect; inconclusive = small, poorly fitted or top-dose-only effect, or another doubt; inactive = no such curve, though single readings can be large; an effect the other way counts as inactive or inconclusive. Potency is the fitted concentration of half-maximal effect. Not all compounds are listed (hit frequency here may not be typical).

Keys – A = RGS4 inhibitor; B = USP1 inh; C = TrxR1 substrate; D = mIDH1 inhibitor; E = rTrxR1 inhibitor; F = RXFP1 agonist; G = Vif-APOBEC3G blk; H = Vif-APOBEC3F blk; I = ALOX12 inh
#1 CCOCCn1c(N2CCCC2)nc2c1c(=O)[nH]c(=O)n2C
  A = 14% | B = 2% | C = -5% | D = 11% | E = 19% | F = -3.3% | G = 1% | H = -4% | I = ?

#2 O=C(O)CSc1nnc(Cc2ccccc2)n1Cc1ccccc1
  A = -4% | B = -8% | C = 8% | D = 0% | E = 6% | F = 2.1% | G = 0% | H = -2% | I = 5%

#3 CC(C)(C)NC(=O)C(OC(=O)c1cccs1)c1ccc(C#N)cc1 (stereo not given)
  A = -14% | B = -15% | C = 3% | D = 7% | E = 7% | F = 0.6% | G = -5% | H = -9% | I = 0%

#4 Fc1ccc(COc2ccc(Br)cc2CNCc2ccncc2)cc1
  A = 2% | B = -2% | C = 1% | D = 11% | E = 11% | F = -3.8% | G = -1% | H = -10% | I = ?

#5 CCOC(=O)c1ccc(NC(=O)C(C)Sc2nc(O)c(-c3ccccc3)c(=O)[nH]2)cc1 (stereo not given)
  A = 4% | B = -13% | C = 5%[57.1 µM] | D = -1% | E = 6%[57.1 µM] | F = -1.4% | G = -1% | H = 1% | I = ?

#6 COc1ccc(S(=O)(=O)N(C)C2CCS(=O)(=O)C2)cc1OC (stereo not given)
  A = 9% | B = -4% | C = -4%[57.1 µM] | D = 4% | E = -11%[57.1 µM] | F = -0.3% | G = 0% | H = 4% | I = 16%

#7 N#CCCN(C(=O)COC(=O)Cc1c[nH]c2ccccc12)c1ccccc1
  A = -9% | B = -22% | C = -11% | D = 5% | E = -9% | F = 8.9% | G = 0% | H = 3% | I = -17%

#8 COc1ccc(CCNC(=O)Cc2cccs2)cc1
  A = 9% | B = 2% | C = -6% | D = 7% | E = -8% | F = 0.4% | G = -6% | H = 11% | I = -8%

#9 CCN(C(=O)COC(=O)c1cc(-c2ccccc2)nc2ccc(Br)cc12)C1CCS(=O)(=O)C1 (stereo not given)
  A = 14% | B = 4% | C = -6% | D = 2% | E = -8%[57.1 µM] | F = 25µM* | G = -3% | H = -3% | I = 1%

#10 Cc1[nH][nH]c(=O)c1C(c1ccc(-c2ccc(Cl)cc2)o1)c1c(C)[nH][nH]c1=O
  A = ? | B = ? | C = -21% | D = 5% | E = ? | F = 1.9% | G = -10% | H = -7% | I = ?

#11 O=C(Cc1ccc(Cl)cc1)NCC(c1cccs1)S(=O)(=O)c1ccc(Cl)cc1 (stereo not given)
  A = 1% | B = -21% | C = 8%[57.1 µM] | D = 20% | E = 13%[57.1 µM] | F = -1.2% | G = 2% | H = 6% | I = -26%

#12 OCC1(Cc2ccccc2)CCCN(Cc2ccc3c(c2)OCCO3)C1 (stereo not given)
  A = 12% | B = -24% | C = -3% | D = 0% | E = 5% | F = -1.4% | G = 0% | H = 8% | I = -6%

#13 O=C(C[C@H]1C[C@@H]2c3cc(NC(=O)Nc4ccccc4F)ccc3O[C@@H]2[C@H](CO)O1)NCc1ccccn1
  A = · | B = -14% | C = · | D = 3% | E = · | F = · | G = -5% | H = -3% | I = 4%

#14 CC1CCCC(C)N1C(=O)CSc1ncccn1 (stereo not given)
  A = -1% | B = -11% | C = 8% | D = 3% | E = 16% | F = 1.8% | G = 0% | H = 1% | I = 5%

#15 O=c1cc(CN2CCOCC2)c2c(ccc3ccccc32)o1
  A = 24% | B = -6% | C = -3% | D = 18% | E = 7% | F = 5.5% | G = 0% | H = -8% | I = -3%

#16 COc1ccc(C(O)c2ncc(C(F)(F)F)cc2Cl)cc1 (stereo not given)
  A = 9% | B = -16% | C = -5% | D = 0% | E = 7% | F = -0.2% | G = 6% | H = -5% | I = -22%

#17 Cc1nnc(NC(=O)c2cccc(S(=O)(=O)N3CCCC3)c2)s1
  A = -7% | B = -5% | C = -2% | D = 5% | E = 5% | F = -5.3% | G = 0% | H = 1% | I = -20%

#18 CN(C)c1cc[n+](CC(=O)Nc2ccccc2C(F)(F)F)cc1
  A = -9% | B = -17% | C = 0% | D = 4% | E = 14% | F = -0.6% | G = 0% | H = -4% | I = ?

#19 CNC(=O)Nc1ccc2snnc2c1
  A = -9% | B = ? | C = 13% | D = -4% | E = 25% | F = -0.1% | G = -1% | H = -1% | I = -2%[57.4 µM]

#20 COc1ccccc1NC(=O)Cn1cc(C(=O)C2CC2)c2ccccc21
  A = 4% | B = -3% | C = -8% | D = -1% | E = 7% | F = 4.3% | G = 0% | H = 5% | I = ?

#21 O=C(O)CCCNC(=O)c1cccc(C(=O)NCCCC(=O)O)n1
  A = 4% | B = -13% | C = -6% | D = 1% | E = -2% | F = 3.7% | G = 1% | H = 5% | I = -6%

#22 O=C(NCC1CCCO1)c1cncc(Br)c1 (stereo not given)
  A = -5% | B = -21% | C = 4% | D = -5% | E = 16% | F = 3.7% | G = 2% | H = -11% | I = -23%

#23 NC(=O)c1ncn([C@@H]2O[C@H](CNCc3ccc(-c4cc(C(F)(F)F)ccc4Cl)o3)[C@@H](O)[C@H]2O)n1
  A = 5% | B = -7% | C = -7% | D = 4% | E = -21% | F = · | G = 1% | H = 5% | I = 1%

#24 CCN(C(=O)COC(=O)c1oc2ccc(OC)cc2c1C)C1CCS(=O)(=O)C1 (stereo not given)
  A = -14% | B = -9% | C = 123%[activator] | D = 5% | E = -16% | F = 2.3% | G = -3% | H = 8% | I = -22%

#25 CCOc1ccc(OCc2ccc(C(=O)N3CCCCC3)o2)cc1
  A = 19% | B = -27% | C = 3% | D = 1% | E = 7% | F = 2.4% | G = -1% | H = 0% | I = 36%[activator]

#26 COc1ccccc1N1CCN(C2CCCN(C(=O)CC(F)(F)F)C2)CC1 (stereo not given)
  A = -3% | B = -19% | C = -2% | D = -9% | E = 1% | F = -1.0% | G = -7% | H = 0% | I = 7%

#27 O=C(Nc1ccc(Br)cc1)c1ccc(Br)c(S(=O)(=O)NCc2ccccc2)c1
  A = 8% | B = -25% | C = -3%[57.1 µM] | D = -10% | E = 14%[57.1 µM] | F = 2.1% | G = 4% | H = 4% | I = -1%

#28 Cc1ccc(C(C)C)cc2c(C)ccc1-2
  A = 13% | B = 9% | C = -4% | D = -3% | E = -25% | F = · | G = 1% | H = -6% | I = -11%

#29 CCOC(=O)N1CCN(Cc2nc3c(c(=O)[nH]c(=O)n3C)n2CCCc2ccccc2)CC1
  A = 6% | B = -12% | C = 8% | D = 3% | E = 10% | F = 1.6% | G = 0% | H = 4% | I = -5%

#30 O=C1C=C(OCc2ccccc2)CN1
  A = -2% | B = -7% | C = -9% | D = 6% | E = -13% | F = 0.5% | G = -7% | H = -6% | I = 10%

Reprinted from the part before: 4 entries, followed by the next part.
Keys – A = RGS4 inhibitor; B = USP1 inh; C = TrxR1 substrate; D = mIDH1 inhibitor; E = rTrxR1 inhibitor; F = RXFP1 agonist; G = Vif-APOBEC3G blk; H = Vif-APOBEC3F blk; I = ALOX12 inh
#27 O=C(Nc1ccc(Br)cc1)c1ccc(Br)c(S(=O)(=O)NCc2ccccc2)c1
  A = 8% | B = -25% | C = -3%[57.1 µM] | D = -10% | E = 14%[57.1 µM] | F = 2.1% | G = 4% | H = 4% | I = -1%

#28 Cc1ccc(C(C)C)cc2c(C)ccc1-2
  A = 13% | B = 9% | C = -4% | D = -3% | E = -25% | F = · | G = 1% | H = -6% | I = -11%

#29 CCOC(=O)N1CCN(Cc2nc3c(c(=O)[nH]c(=O)n3C)n2CCCc2ccccc2)CC1
  A = 6% | B = -12% | C = 8% | D = 3% | E = 10% | F = 1.6% | G = 0% | H = 4% | I = -5%

#30 O=C1C=C(OCc2ccccc2)CN1
  A = -2% | B = -7% | C = -9% | D = 6% | E = -13% | F = 0.5% | G = -7% | H = -6% | I = 10%

#31 Cc1cccc(N2CCN(C(=O)c3cnc4c(C)cccn4c3=O)CC2C)c1 (stereo not given)
  A = 5% | B = 4% | C = 0%[57.1 µM] | D = 1% | E = 8%[57.1 µM] | F = 3.5% | G = 1% | H = 2% | I = 0%

#32 Cc1ccc(S(=O)(=O)NN2Cc3ccccc3C2=N)cc1
  A = -5% | B = -6% | C = -8%[57.1 µM] | D = -3% | E = 17%[57.1 µM] | F = -0.4% | G = 1% | H = -8% | I = -4%

#33 COCCCNS(=O)(=O)c1ccc(Cl)c(C(F)(F)F)c1
  A = -1% | B = -2% | C = 3% | D = 9% | E = 12% | F = 1.7% | G = -3% | H = 3% | I = -70%

#34 CC(C)CC(NC(=O)C1CCC(C)CC1)C(=O)NCc1ccco1 (stereo not given)
  A = -24% | B = -18% | C = 7% | D = 8% | E = 16% | F = 1.2% | G = 0% | H = -5% | I = 13%

Screening results from PubChem BioAssay.
